# ERp5 inh: inhibitors of human ERp5; Q15084; ERp5 insulin aggregation, absorbance 650 nm, 90 min; inhibition, % at 9.99 µM; 0.05% of 350,000 active;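 active = mean replicate inhibition above about 25%, with every replicate also reaching it, limit read from the data, passing the limit was not always enough; inconclusive = only one of those two criteria met; inactive = neither criterion met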
# DENV2 CPE: inhibitors of DENV2 cytopathic effect | DENV2-infected cells, cytopathic effect rescue, plate reader | CPE inhibition, % at 9.99 µM | 1.7% of 350,000 active | AID 651640; in the data active = CPE inhibition above about 20%, passing the limit was not always enough; inconclusive = no clear call, values can overlap the other calls; tested in BHK-21 cells;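 also: 0% = median of neutral control wells and 100% = median of positive control wells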
# Casp6 inh: caspase-6 (human) enzyme inhibition | P55212 | purified caspase-6, Z-VEID-R110 cleavage fluorescence | inhibition, % at 12.5 µM | 0.53% of 350,000 active | AID 686996;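 active = mean inhibition across replicates at least about 35%, with every replicate also reaching that limit, limit read from the data; inconclusive = only one of the two criteria met; inactive = neither criterion met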;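 also: 0% = median of neutral control wells and 100% = no fluorescence left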
# SIRT5 block: sirtuin-5 (human) deacylase inhibition | 1.1% of 330,000 active | Q9NXA8 | inhibition, % at 15 µM | AID 652115 | Purified SirT5, succinyl-peptide AMC, trypsin-coupled fluorescence; in the data active = inhibition above about 15%; inconclusive = no clear call, values can overlap the other calls
# miR-122 sensor: inhibitors of miR-122 in Huh7 cells | Huh7 miR-122 Renilla luciferase sensor, 48 h; neutral wells = 0, positive control = 100 | activation (reporter increase), % at 12.5 µM | 0.3% of 340,000 active | AID 602342;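 active = mean replicate activation score at least 90 and every replicate individually at or above 90; inconclusive = only one of the two criteria met; inactive = neither criterion met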;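 also: higher luciferase means less miR-122 activity so hits act as miR-122 inhibitors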
# ERAP1 HTS inh: inhibitors of human ERAP1 aminopeptidase. Q9NZ08. recombinant ERAP1, Leu-AMC fluorescence, 60 min. inhibition, % at 10.7 µM. 0.15% of 340,000 active. AID 652197;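 active = mean replicate inhibition of at least 30%, or all replicates individually reaching that 30% level; inactive = mean below 30% and not every replicate reaching it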;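 also: 0% = neutral control wells and 100% = L-leucinethiol positive control wells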
# Target sequence (Q9NZ08 whole entry, looked up): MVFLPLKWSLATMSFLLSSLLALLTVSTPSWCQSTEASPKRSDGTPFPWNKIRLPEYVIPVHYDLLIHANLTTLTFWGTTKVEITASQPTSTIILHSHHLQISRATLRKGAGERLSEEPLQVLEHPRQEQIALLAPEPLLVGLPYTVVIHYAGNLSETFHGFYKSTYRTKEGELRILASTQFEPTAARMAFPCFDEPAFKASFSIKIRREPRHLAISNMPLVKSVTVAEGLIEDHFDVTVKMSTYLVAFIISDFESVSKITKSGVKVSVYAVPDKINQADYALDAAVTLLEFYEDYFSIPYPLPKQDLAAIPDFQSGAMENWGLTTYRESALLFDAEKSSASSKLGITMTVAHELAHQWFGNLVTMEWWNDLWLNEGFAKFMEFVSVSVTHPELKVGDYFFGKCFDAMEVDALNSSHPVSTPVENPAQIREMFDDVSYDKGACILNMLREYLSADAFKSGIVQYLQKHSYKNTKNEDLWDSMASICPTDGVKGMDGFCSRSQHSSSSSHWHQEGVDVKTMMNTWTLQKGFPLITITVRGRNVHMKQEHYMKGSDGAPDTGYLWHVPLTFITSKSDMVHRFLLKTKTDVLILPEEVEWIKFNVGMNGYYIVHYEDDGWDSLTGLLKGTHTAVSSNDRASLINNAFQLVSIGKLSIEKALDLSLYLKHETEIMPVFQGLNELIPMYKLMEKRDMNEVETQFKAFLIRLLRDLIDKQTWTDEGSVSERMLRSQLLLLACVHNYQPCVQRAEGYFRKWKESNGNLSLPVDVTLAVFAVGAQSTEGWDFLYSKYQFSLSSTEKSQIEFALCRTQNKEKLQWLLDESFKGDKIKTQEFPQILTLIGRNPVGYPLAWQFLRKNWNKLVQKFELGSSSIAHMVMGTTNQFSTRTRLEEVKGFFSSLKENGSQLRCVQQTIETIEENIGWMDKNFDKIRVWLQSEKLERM
# CFTR F508del cor: CFTR F508del correction in bronchial cells; CFBE cells, YFP halide quenching; stimulated with forskolin plus potentiator P3; % fluorescence drop versus neutral controls; activity (quench increase), % at 7.58 µM; 0.36% of 350,000 active;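 active = mean added fluorescence quench of at least 8% versus neutral control, with both replicates also reaching 8%; inconclusive = only one of the mean or replicate conditions met; inactive = mean below 8% and not both replicates reaching 8%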;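 also: cells transiently co-express mutant CFTR-F508del with the halide-sensitive YFP; corrector assay measuring rescue of mutant channel to the surface after 24 h compound exposure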
# * marks the source's active call; other numbers are inactive results; ? = inconclusive; . = no result given; & = joins results of further samples; [ ] = another dose, or the depositor's remark.
SMILES,ERp5 inh,DENV2 CPE,Casp6 inh,SIRT5 block,miR-122 sensor,ERAP1 HTS inh,CFTR F508del cor
O=C(/C=C/c1cccs1)N1CCOCC1,-3,-3,-2,1,.,-1,.
Cc1cccc(NC(=S)Nc2c(C)n(C)n(-c3ccccc3)c2=O)c1C,2,4,0,1,.,0,.
Cc1cccc(C(=O)NNS(=O)(=O)c2ccc(F)cc2)c1O,1,8,-1,.,31,0,0.2
Cc1cccc(NC(=O)CN2C(=O)N/C(=C\c3cccn3-c3cccc(C(=O)O)c3)C2=O)c1,-1,0,23,2,.,0,0.0
CCOc1ccc(-n2cc(C(=O)NCCOC)c3cc(OC)c(OC)cc3c2=O)cc1,0,5,0,1,-4,0,5.6
CC1=C(C(=O)OC(C)C)[C@@H](c2ccc(C)o2)NC(=O)N1,0,10,6,-1,.,-1,.
CCOC(=O)c1ccc(NC(=S)NC(=O)c2nn(CC)cc2Br)cc1,-2,-1,3,8,-1,4,.
C[C@H](CO)N1C[C@H](C)[C@H](CN(C)S(=O)(=O)c2cn(C)cn2)Oc2ccc(NC(=O)Nc3ccc(F)cc3)cc2C1=O,2,3,3,7,7[16.7 µM],0,-0.9
Cc1c(C(=O)Nc2ccccc2)sc2nc3n(c(=O)c12)CCCCC3,2,.,15,-2,1,-1,-3.2
C[C@@H]1CCCCO[C@@H](CN(C)S(=O)(=O)c2ccccc2)[C@@H](C)CN([C@H](C)CO)C(=O)c2cc(NC(=O)CCC(F)(F)F)ccc2O1,7,-11,3,-1,13[16.7 µM],0,-4.1
O=C(NCCc1ccccc1)c1oc2ccccc2c1COc1ccccc1,-2,5,-3,0,-1,-1,-0.7
COc1ccc(NS(=O)(=O)c2cc(NC(=O)C3=NN(c4ccccc4)C(=O)CC3)ccc2OC)cc1,4,1,-2,-2,42,-4,2.1
O=C(C[C@@H]1C[C@@H]2c3cc(NC(=O)C4CCC4)ccc3O[C@@H]2[C@@H](CO)O1)NCc1ccccc1F,.,-1,.,.,-1[16.7 µM],.,0.6
C#CC(C)OCC1CNC(=S)O1 (stereo not given),-5,-8,0,-5,1,-2,0.7
CC1(C)CC(=O)C=C(Nc2cccc(C(F)(F)F)c2)C1,6,3,-6,-2,0,-2,0.5
C[C@H](CO)N1C[C@H](C)[C@@H](CN(C)C(=O)Nc2ccccc2)Oc2c(NS(C)(=O)=O)cccc2C1=O,-2&4,4&9,-2&2,-2&-4,2&3[16.7 µM],1&1,-1.3&-1.7
CN(C)CCCNS(=O)(=O)c1ccc(Cl)s1,6,1,.,-5,1,-3,-2.0
Cc1cccc(Nc2ccc([N+](=O)[O-])cn2)c1,-2,-2,-2,2,-2,.,-1.1
CCN1C(=O)C2(C(C(=O)c3ccc(C)o3)=C(O)C(=O)N2CCCN(C)C)c2ccccc21 (stereo not given),1,4,-5,-2,-11,.,-0.8
CC(=O)c1ccc(NC(=O)CNc2cc(S(=O)(=O)N3CCOCC3)ccc2N2CCCC2)cc1,-5,-3,0,-4,-3,0,0.9

# Ordered by molar mass (high to low): part of the list above.
SMILES,ERp5 inh,DENV2 CPE,Casp6 inh,SIRT5 block,miR-122 sensor,ERAP1 HTS inh,CFTR F508del cor
COc1ccc(NS(=O)(=O)c2cc(NC(=O)C3=NN(c4ccccc4)C(=O)CC3)ccc2OC)cc1,4,1,-2,-2,42,-4,2.1
CCOC(=O)c1ccc(NC(=S)NC(=O)c2nn(CC)cc2Br)cc1,-2,-1,3,8,-1,4,.
O=C(NCCc1ccccc1)c1oc2ccccc2c1COc1ccccc1,-2,5,-3,0,-1,-1,-0.7
Cc1cccc(C(=O)NNS(=O)(=O)c2ccc(F)cc2)c1O,1,8,-1,.,31,0,0.2

# Other structures follow.
SMILES,ERp5 inh,DENV2 CPE,Casp6 inh,SIRT5 block,miR-122 sensor,ERAP1 HTS inh,CFTR F508del cor
C[C@@H]1CCCCO[C@@H](CN(C)S(=O)(=O)c2ccccc2)[C@@H](C)CN([C@H](C)CO)C(=O)c2cc(NC(=O)Nc3ccc(F)cc3)ccc2O1,-2,-8,-4,-2,-1[16.7 µM],3,1.4
O=C(CSc1nc(-c2ccccc2)nc2ccc(F)cc12)Nc1ccc(C(=O)O)cc1,2,4,-1,1,.,4,-2.1
O=C(C(=O)N1CCN(C(=O)C2CCC2)CC1)c1cccc(C(F)(F)F)c1,2,-8,-1,.,.,-6,-1.2
CCN(CC)S(=O)(=O)c1ccc(C(C)NC(=O)C2CCCN2C(=O)c2cccs2)cc1 (stereo not given),-1,-7,0,-1,-2,3,-0.5
CCOc1ccc(N(CC(=O)OC)S(=O)(=O)c2c(C)noc2C)cc1,7,-4,-2,.,.,1,5.3
c1ccc(CSc2nncn2-c2ccccn2)cc1,0,.,0,-2,0,4,.
C[C@H]1CN([C@@H](C)CO)C(=O)Cc2cc(NC(=O)c3ccncc3)ccc2O[C@@H]1CN(C)CC1CC1,-3,2,5,-1,-6[16.7 µM],3,-1.7
Cc1c(N(C)S(=O)(=O)c2ccc(Cl)c(C(=O)NCC3CCCO3)c2)c(=O)n(-c2ccccc2)n1C (stereo not given),20,-5,-1,-1,.,1,1.9
COCC(=O)NC[C@H]1N[C@H](CO)[C@@H]1c1ccc(C2=CCCC2)cc1,.,5,.,.,14[16.7 µM],.,3.6
CCC(=O)N(CC)C[C@H]1[C@H](c2ccc(-c3cccnc3)cc2)[C@@H](CO)N1C(C)=O,7,-5,1,2,18[16.7 µM],1,0.7
C/C=C/c1ccc([C@H]2[C@@H](CO)N(C(=O)C3CCC3)[C@@H]2CN(CC)C(=O)CC)cc1,1,-6,.,-3,.,.,1.8
COc1ccccc1C(=O)N1CCN(Cc2nc(CC3CC3)no2)CC1,6,9,0,-3,-4,6,0.6
CCOC(=O)NC(=S)Nc1c(C)n(C)n(-c2ccccc2)c1=O,-11,1,-2,2,.,2,-1.3
COC(=O)[C@]12CCCCC=C1N(Cc1ccc3c(c1)OCO3)C(=O)[C@H](CC(=O)N1CCOCC1)C2,1,9,1,.,.,-1,-3.0
CCn1c(O)c(/C=C2\C=NN=C2c2ccccc2)sc1=S,1,5,1,-6,.,2,-2.5
O=C(CSc1nnc2ccccn12)NC(=O)c1ccccc1Cl,-3,-10,39*,-6,.,3,0.5
CC(=O)c1ccc(NC(=O)CCCCCn2nnc3ccccc3c2=O)cc1,-6,-1,1,4,-2,-2,-1.1
CC(=O)Nc1ccc(N=NN2CCOCC2)cc1,-8,.,4,-5,8,5,1.3
NNC(=O)c1sccc1OCc1ccc(Cl)cc1,-6,8,-2,-1,.,1,-0.9
Cc1c(NC(=O)c2ccco2)c(=O)n(-c2ccccc2)n1C,3,3,0,-4,-9,-2,0.4
O=C(NCc1nnc(SCC(=O)N2CCC(Cc3ccccc3)CC2)o1)c1ccco1,5,3,1,-2,.,2,0.8
Cc1ccccc1-c1ccccc1[C@H]1[C@@H](C#N)N(C(=O)c2ccccc2)[C@@H]1CO,3,3,0,26*,.,0,-2.8
COC[C@H]1CCCN1[C@@H]1CS(=O)(=O)N[C@H]1COCc1ccccc1,-1,4,-2,-6,2,4,0.2
CCN1C(=O)/C(=C2/Sc3ccccc3N2CCCS(=O)(=O)O)SC1=S,-2,6,4,4,-5&-6,-2,4.1
O=C(N[C@@H]1CC[C@H](CC(=O)N2CCN(c3ccccc3)CC2)O[C@@H]1CO)c1ccncc1,4,6,0,3,.,-3,-2.5
CCOc1ccc(CN2CCN(Cc3cn(CC)nc3C)CC2CCO)cc1 (stereo not given),1,-2,-4,-4,.,-3,3.5
CC1(C)CC=CC(COC(=O)c2ccccc2C(=O)O)C1 (stereo not given),2,?,1,.,.,-3,4.4
CC(=O)Nc1ccc(Nc2cc(N(C)C)c3nonc3c2[N+](=O)[O-])cc1,2,10,12,-2,2,6,-2.2
C[C@@H]1CN([C@H](C)CO)C(=O)c2cc(NS(=O)(=O)c3cn(C)cn3)ccc2O[C@H]1CN(C)CC1CCCCC1,5,-4,2,17*,0[16.7 µM],0,-0.1
CCNC(=O)C[C@@H]1CC[C@H](NC(=O)C2CCC2)[C@@H](CO)O1,1,-2,0,-5,.,-1,1.2
O=C(Nc1ccccc1)n1ccc(-c2ccc(-n3ccnc3)cc2)n1,-1,2,10,-1,.,-2,-2.5
C[C@H](CO)N1C[C@H](C)[C@@H](CN(C)C(=O)Nc2ccc3c(c2)OCO3)Oc2c(NC(=O)c3nc4ccccc4s3)cccc2C1=O,1,?,-3,5,9[16.7 µM],-2,-0.9
CCCNC(=O)N1[C@H](CNC(=O)c2ccc(F)cc2)[C@@H](c2ccccc2)[C@@H]1CO,3,-7,1,2,-17[16.7 µM],-4,-1.5
COc1ccc2ccc(=O)oc2c1CC=C(C)C,2,6,-2,0,0,-2,-0.2
CCOc1ccc2c(c1)S/C(=C\c1cccs1)C(=O)N2,-4,6,2,-1,-1,-2,1.5
COC(=O)[C@@H]1C[C@@]2(O)[C@H](O)[C@H](O)[C@H](O)C[C@H]2N1Cc1ccccc1OS(=O)(=O)c1ccc(C)cc1,1,7,-2,.,.,-3,2.9
C[C@H](CO)N1C[C@H](C)[C@H](CN(C)Cc2ccc(Cl)c(Cl)c2)Oc2c(NC(=O)c3ccncc3)cccc2C1=O,-6,0,3,-1,73[16.7 µM],-1,-1.4
N#C[C@@H]1[C@@H](c2ccc(C3=CCCC3)cc2)[C@@H](CO)N1S(=O)(=O)c1ccccc1,0,3,2,0,.,1,1.3
CCOc1ccccc1NC(=S)NCC1CCCO1 (stereo not given),-1,-16,0,-2,.,-1,1.3
C[C@@H]1CN([C@H](C)CO)C(=O)CCCn2nncc2CO[C@@H]1CN(C)C(=O)c1ccccc1,1&7,?,-2&-1,-9&-1,-1,0,1.3&-2.8
Cc1cccc(C)c1-n1nnnc1C(c1cc2ccccc2o1)N1CCN(C/C=C/c2ccccc2)CC1 (stereo not given),2,12,-2,1,12,2,0.5
C[C@H](CO)N1C[C@H](C)[C@@H](CN(C)C(=O)Nc2ccc(F)cc2)Oc2ccc(NC(=O)Nc3ccc(F)cc3)cc2C1=O,-2,-1,.,-5,-1[16.7 µM],1,-1.9
Cc1cc(-c2ccc(C)c(S(=O)(=O)NCC3CCN(Cc4ccccc4F)CC3)c2)on1,-3,-5,-6,-3,36,-5,1.4
COc1ccc(S(=O)(=O)N2CCCCCC2)cc1C(=O)NCc1ccccc1Cl,2,1,1,1,17,-3,-0.5
COc1ccc(N(CC(=O)N2CCC(Cc3ccccc3)CC2)S(C)(=O)=O)cc1,-3,5,11,3,.,-5,-2.1
CCNC(=O)C[C@H]1CC[C@H]2[C@@H](COc3ccc(NC(=O)Cc4ccccc4)cc3C(=O)N2C)O1,-1,10,0,6,0[16.7 µM],-2,-0.1
CC(C)(C)NC(=O)C(c1cc2ccccc2o1)n1c(-c2ccc(-c3ccccc3)cc2)nc2ccccc21 (stereo not given),-3,7,1,-2,.,-3,-2.3
O=C(NC1CCCC1)C1c2ccccc2OCC(=O)N1Cc1cccnc1 (stereo not given),4,?,0,.,.,-2,3.4
S=c1[nH]nc(-c2ccccn2)n1/N=C/c1ccco1,-3,0,3,-4,-3,7,3.5
CCCC(=O)Nc1ccc2c(c1)OC[C@H](C)N(CCC(F)(F)F)C[C@@H](C)[C@H](OC)CN(C)C2=O,0,0,-1,13,0[16.7 µM],0,1.9
# Following part.
SMILES,ERp5 inh,DENV2 CPE,Casp6 inh,SIRT5 block,miR-122 sensor,ERAP1 HTS inh,CFTR F508del cor
CCC1(c2ccc(F)cc2)NC(=O)N(CC(=O)Nc2ccc(C(N)=O)cc2)C1=O (stereo not given),0,2,0,1,2,2,1.6
COc1ccc(S(=O)(=O)N2CC3(CN(C(=O)CN(C)C)[C@@H](CO)c4c3c3ccc(OC)cc3n4C)C2)cc1,0,?,1,-2,.,3,-6.8
O=C(C[C@H]1CC[C@@H]2[C@H](COC[C@H](O)CN2C(=O)c2ccccc2)O1)Nc1ccccc1,-2,7,1,-3,-2[16.7 µM],1,4.0
CCCOc1ccc(N2CC(C(=O)Nc3ccc4c(c3)OCO4)CC2=O)cc1 (stereo not given),1,14,-3,-2,-4,0,-2.1
CCCn1c(SCC(=O)N2CCCCC2)nc2c1c(=O)n(C)c(=O)n2C,3,16,4,4,-6,-3,0.7
